BLM helicase inh: Bloom syndrome helicase (human) inhibition; P54132; recombinant BLM DNA unwinding, fluorescence dequenching; Potency, µM (highest dose often 56.1 µM), without a hit: at the highest dose activity change, negative = inhibition, usual class: inhibitors; 0.2% of 350,000 active; AID 2528;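 also: potency is read from the fitted curve at half-maximal effect; plate controls were vehicle for no effect and no enzyme for full effect; nearly all actives have a fitted effect of over 35% in size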
Pol beta inh: DNA polymerase beta (human) inhibition; Pol beta primer extension/strand displacement, fluorescence kinetic; 1.3% of 340,000 active; Potency, µM (doses to about 114 µM), without a hit: at the highest dose activity change, negative = inhibition, hits mostly inhibitors; P06746; also: potency is read from the fitted curve at half-maximal effect; % is scaled to controls: 0 for no effect and ±100 for the full control effect
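Preincubation: enzyme (10 nM) with compound, 15 min, RT. Reaction: substrate added to 50 nM final. Reads: 0 and 10 min. Analysis: normalized, Hill fit.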
LDHA inh: LDHA (human) enzyme inhibition; P00338; purified LDHA, NADH/diaphorase-resazurin fluorescence; hits give low values; activity change, % (values are at about 110 or 230 µM); 0.15% of 480,000 active; AID 1347041; in the data active = activity change below about -30%; inconclusive = mostly about -25% to -30%;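 also: plate controls were DMSO wells for no effect and wells without enzyme for full effect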
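Human LDH5 at 2 nM final in Tris HCl pH 7.4 with 0.06 mM NADH and 0.2 mM pyruvate, reacted 5 minutes at room temperature. Remaining NADH coupled via diaphorase/resazurin; resorufin fluorescence read at 0 and 20 minutes, normalized to enzyme-free and DMSO wells.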
Apoferritin bind: binds horse apoferritin like a general anesthetic; P02791; apoferritin/1-aminoanthracene competitive binding, fluorescence; Potency, µM (series often up to 77.5 µM), without a hit: at the top dose activity change, negative = displacement, most hits filed as inhibitors; 0.074% of 350,000 active; AID 485281; also: potency is read from the fitted curve at half-maximal effect; % is scaled to controls: 0 for no effect and ±100 for the full control effect; nearly all actives have a fitted effect of over 20% in size
Target sequence (P02791 2-175 limits assumed): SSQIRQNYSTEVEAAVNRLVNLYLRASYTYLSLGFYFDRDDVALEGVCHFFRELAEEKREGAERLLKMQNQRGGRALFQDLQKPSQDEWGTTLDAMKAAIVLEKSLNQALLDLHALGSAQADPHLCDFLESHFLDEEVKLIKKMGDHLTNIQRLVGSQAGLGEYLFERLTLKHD
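Apoferritin-based anesthetic binding model; compound displacement of fluorescent 1-AMA measured as endpoint fluorescence after 10 minutes at room temperature, scaled to free-ligand and complex controls.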
POLI inh: blocks human DNA polymerase iota activity; Q9UNA4; Pol iota fluorescent replication assay, 10 min; Potency, µM (highest dose often 115 µM), for inactives: top-dose activity, negative = inhibition, most hits filed as inhibitors; 1% of 390,000 active; also: potency is read from the fitted curve at half-maximal effect
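Pol iota at 10 nM preincubated 15 min with compounds at room temperature; reaction started with fluorescent substrate, 50 nM final. Fluorescence read kinetically at 0 and 10 min; buffer-only wells as negative control.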
APE1 inh: APE1 (human) endonuclease inhibition. P27695. recombinant APE1, TAMRA/BHQ-2 abasic DNA cleavage fluorescence. Potency, µM (doses to about 65.8 µM), without a hit: at the top dose activity change, negative = inhibition, hits mostly inhibitors. 0.35% of 350,000 active;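 also: potency is read from the fitted curve at half-maximal effect; plate controls were vehicle for no effect and reference inhibitor for full effect; nearly all actives have a fitted effect of over 55% in size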
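Measures dequenching upon AP-site incision of a 5'-TAMRA/3'-BHQ-2 THF-containing duplex, 50 nM; human APE1 0.75 nM after 15 min room-temperature exposure to compound; kinetic three-point read at one-minute spacing.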
POLK inh: blocks human DNA polymerase kappa activity; 0.53% of 400,000 active; purified Pol kappa, fluorescent DNA synthesis assay, 10 min; AID 588579; Potency, µM (highest dose often 107 µM), inactives show at the top dose activity, negative = inhibition, most hits filed as inhibitors; also: potency is read from the fitted curve at half-maximal effect; % is scaled to controls: 0 for no effect and ±100 for the full control effect
Target sequence (Q9UBT6 whole entry, looked up): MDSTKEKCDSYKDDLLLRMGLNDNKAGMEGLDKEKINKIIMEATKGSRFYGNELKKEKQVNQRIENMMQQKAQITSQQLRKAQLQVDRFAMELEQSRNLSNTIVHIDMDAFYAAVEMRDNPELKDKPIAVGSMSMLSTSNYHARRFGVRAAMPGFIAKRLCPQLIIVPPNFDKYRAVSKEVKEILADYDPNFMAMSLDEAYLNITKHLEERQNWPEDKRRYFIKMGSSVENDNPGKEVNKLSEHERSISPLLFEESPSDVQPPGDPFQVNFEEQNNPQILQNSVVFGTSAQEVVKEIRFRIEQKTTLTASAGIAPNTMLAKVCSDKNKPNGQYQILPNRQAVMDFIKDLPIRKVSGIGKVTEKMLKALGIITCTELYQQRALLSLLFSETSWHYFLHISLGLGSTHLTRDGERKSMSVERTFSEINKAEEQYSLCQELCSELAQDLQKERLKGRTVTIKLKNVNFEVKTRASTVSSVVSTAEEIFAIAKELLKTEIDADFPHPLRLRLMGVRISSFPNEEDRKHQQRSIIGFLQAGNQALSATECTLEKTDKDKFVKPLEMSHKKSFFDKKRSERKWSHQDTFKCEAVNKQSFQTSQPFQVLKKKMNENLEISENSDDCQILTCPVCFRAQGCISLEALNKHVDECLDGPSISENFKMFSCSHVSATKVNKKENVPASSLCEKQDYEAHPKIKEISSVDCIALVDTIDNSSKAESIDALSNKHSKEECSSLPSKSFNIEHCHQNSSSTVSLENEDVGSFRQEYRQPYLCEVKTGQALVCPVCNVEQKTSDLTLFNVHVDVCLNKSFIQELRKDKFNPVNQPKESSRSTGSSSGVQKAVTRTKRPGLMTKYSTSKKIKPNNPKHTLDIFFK
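Readout: fluorescence, taken kinetically at 0 and 10 min. Conditions: 10 nM Pol kappa, 15 min RT compound preincubation, 50 nM substrate final. Controls: enzyme-free buffer wells.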
POLH inh: blocks human DNA polymerase eta activity. Q9Y253. recombinant Pol eta, fluorescent DNA replication assay. Potency, µM (titrated, usually from 114 µM), for inactives: at the highest dose activity change, negative = inhibition, usual class: inhibitors. 1.2% of 390,000 active; also: potency is read from the fitted curve at half-maximal effect; % is scaled to controls: 0 for no effect and ±100 for the full control effect
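Pol eta at 10 nM preincubated with compounds 15 min at room temperature; reaction started with fluorescent substrate (50 nM final) and read kinetically at 0 and 10 min.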
GRP78 ERSR act: induces the endoplasmic reticulum stress response in human glioma cells; Potency, µM, for the others: at the highest dose activation, hits mostly activators; 0.02% of 420,000 active; U87-MG GRP78 promoter luciferase reporter, 16 h; AID 602332; also: potency is read from the fitted curve at half-maximal effect; series mostly up to about 76 µM; % of control where 0% means no effect; nearly all actives have a fitted effect of over 35% in size
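ERSR induction read as luciferase luminescence (Bright-Glo, 10 min at room temperature) in stably transfected human U87-MG glioma cells exposed to compounds for 16 h, using GRP78 as sensor.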
Starred values were filed as active, the others as inactive; ? = inconclusive; . = no result given; [ ] = another dose, or the depositor's remark. Unless noted, calls follow the shape of the dose curve; as a rule, active = well fitted curve in the direction sought with a large enough effect; inconclusive = small, poorly fitted or top-dose-only effect, or another doubt; inactive = no such curve, though single readings can be large; an effect the other way counts as inactive or inconclusive.

SMILES | Pol beta inh | Apoferritin bind | APE1 inh | POLK inh | LDHA inh | POLI inh | POLH inh | GRP78 ERSR act | BLM helicase inh
Cc1nc(S(=O)(=O)Nc2ccc3c(c2)OCCO3)cn1C | 2.9% | 4.0% | 0.5% | 3.2% | -8.6 | 73.2%[activator] | -17.4% | -8.2% | 0.0%
Cn1cccc1/C=N/NC(=O)CNc1ccc2ccccc2c1 | 22.2% | -19.3% | -2.7% | -4.7% | 21.9 | 82.9%[activator] | -18.9% | 7.6% | -5.3%
Cc1ccc(-n2c(SCC(=O)N3CC(=O)Nc4ccccc43)nc3ccccc3c2=O)cc1 | -21.2%[57.1 µM] | -15.1% | ? | -7.2% | -5.5 | 7.2% | -10.3% | 1.3% | -6.3%
O=C(CN1C(=O)c2ccccc2C1=O)Nc1sc2c(c1C(=O)NCC1CCCO1)CCC2 (stereo unspecified) | 32.1% | -11.6% | 0.1% | -0.4% | 3.3 | 0.9% | -2.4% | -6.4% | -5.4%
O=C(N/N=C\c1ccco1)Nc1cccc(Cl)c1 | -16.5% | -4.9% | -2.7% | -1.5% | -3.4 | 40.6%[activator] | -13.1% | 4.5% | -5.0%
COc1ccc(-n2nc(C(=O)NCC(=O)NCCCN3CCOCC3)c3ccccc3c2=O)cc1OC | 20.9% | 1.7% | 68.9%[activator] | 4.3% | 0.1 | 70.1%[activator] | -10.6% | -3.4% | -0.4%
CN(C)CCNc1ccc(-c2n[nH]c(=O)c3ccccc23)cc1[N+](=O)[O-] | 19.9% | -10.9% | 10.1% | -8.5% | -4.9 | 33.0%[activator] | -2.4% | 0.2% | 1.1%
CNC(=O)C(=O)NCC1OCCCN1S(=O)(=O)c1cccs1 (stereo unspecified) | 10.9% | -2.4% | 2.6% | -3.6% | -1.1 | 5.5% | -10.7% | -2.9% | -2.4%
COc1ccccc1N1CCN(C(=O)CCCC2=NS(=O)(=O)c3ccccc3N2)CC1 | ? | 0.0% | 0.7% | -1.3% | -3.2 | 11.0% | -2.8% | -2.7% | 0.7%
OCCN(CC(O)Cn1ccc2ccccc21)CC(O)Cn1ccc2ccccc21 (stereo unspecified) | 2.4% | -16.5% | -7.5% | -19.9% | 1.4 | 61.2%[activator] | -12.3% | -4.0% | -1.9%
COc1ccc(CCNC(=O)c2ccc(Cl)cc2Cl)cc1OC | -3.5% | -5.6% | ? | 6.6% | -1.1 | -14.5% | -7.0% | -5.2% | -0.3%
CC(C)(C)C(=O)O/N=C(\N)Cc1ccc(-c2csnn2)cc1 | 41.1% | -3.9% | 10.8% | -3.0% | -2.8 | -22.2% | -6.3% | 2.3% | -5.0%
N#Cc1c(C(F)(F)F)cc(-c2ccco2)nc1SCc1ccncc1 | 32.6% | -21.8% | -6.8% | -11.3% | 7.7 | -5.1% | ? | -6.1% | -5.3%
Cc1cccc(C)c1NC(=O)CSc1nc2[nH]c(=O)cc(O)c2s1 | . | . | 24.4% | 4.1% | 2.4 | 0.4% | -1.1% | -2.9% | .
Cc1ccc(/C(O)=C2\C(=O)C(=O)N(CC(C)O)C2c2cccc(F)c2)cc1 (stereo unspecified) | 12.7% | -5.0% | 13.7% | 6.7% | -5.7 | 11.1% | 4.8% | -0.4% | 1.6%
COc1ccccc1-c1nc(-c2cccc(C)c2)no1 | 0.8% | 0.7% | -10.9% | -4.8% | -0.2 | 5.6% | -16.5% | -1.3% | -9.7%
O=C1NC(=O)C2(CCCC2c2ccccc2)N1 (stereo unspecified) | . | . | . | -2.2% | -1.3 | 47.7%[activator] | -1.9% | -6.1% | .
CCC(=O)c1c(NC)cc(C)oc1=O | 28.8% | -2.6% | 11.1% | -7.7% | -3.9 | 132.3%[activator] | 0.2% | -0.4% | -12.3%
COc1ccc(/C=C2\CN(Cc3ccccc3)C/C(=C\c3ccc(OC)c(O)c3)C2=O)cc1O | -1.4% | -20.8% | 34.6% | -2.4% | 0.6 | ? | -2.8% | -18.9% | -11.5%
C=CC[C@@H](CC(=O)N[C@H](CO)Cc1ccccc1)C(=O)N[C@@H](COC(=O)[C@@H](CC=C)CC(=O)OC(C)(C)C)Cc1ccccc1 | . | . | -6.8% | -13.5% | 2.5 | 1.1% | -8.5% | -2.4% | .
CC(C)(C)NC(=O)/C(=C/c1ccco1)c1ccccc1 | -15.2% | -16.6% | -5.6% | -1.8% | -3.6 | 1.8% | 9.3% | -2.8% | -4.4%
COc1ccc(Cl)cc1NC(=O)CCn1nc(C)cc1C | 31.6µM* | -8.1% | . | -28.5% | -3.8 | ? | -15.4% | -2.8% | -9.4%
CCN(CC(=O)NCc1cccs1)C(=O)/C=C/c1ccc(OC)cc1OC | . | . | 18.9% | -12.4% | -11.2 | 11.5% | -10.6% | 1.1% | .
COc1ccccc1/C=N/Nc1cc(C)nc2ccc(C)cc12 | 0.7% | -19.4% | 38.3% | -7.4% | 1.9 | 17.3% | -21.0% | 4.2% | -14.4%
CCOC(=O)N1CCN(Cc2nc(N)nc(Nc3ccc(C)cc3C)n2)CC1 | -0.3% | -3.3% | -3.8% | 0.2% | 0.3 | 128.5%[activator] | -25.0% | -6.1% | 1.8%
CC(C)CCNC(=O)C1CCCCN1S(=O)(=O)c1ccc(F)cc1 (stereo unspecified) | 29.1% | -5.9% | 14.7% | -12.6% | -0.5 | -19.9% | -1.8% | -3.4% | -1.2%
O=C(CCCCC(=O)Nc1ccc(F)cc1)Nc1ccc(F)cc1 | 1.8% | -3.3% | 50.1% | 4.3% | -3.2 | 11.1% | 4.1% | -1.7% | -1.2%
CC(C)(C)OC(=O)NCCOC(=O)c1[nH]cnc1C(=O)NCc1ccccc1 | . | . | 0.7% | 6.0% | 0.9 | ? | -3.9% | -2.9% | .
Cc1ccc(O)c(Sc2cc(C)ccc2O)c1 | 0.9% | ? | -2.2% | -10.1% | -5.8 | -7.5% | ? | -3.5% | -12.4%
CCOC(=O)c1cc(S(=O)(=O)NC2CCN(C(=O)OCC)CC2)cn1C | -5.6% | -9.4% | -1.3% | -3.0% | 2.6 | ? | ? | -7.1% | -4.0%
CCN(CCN(C)C)C(=O)Cn1ncc2c1-c1cc(C)ccc1OC2 | -17.4% | -2.5% | -1.1% | 10.9% | 2.5 | -8.2% | -15.3% | -4.2% | -1.4%
COc1ccc(CNCCC(c2ccccc2)c2ccc(OC(C)C)cc2)cc1OC (stereo unspecified) | -22.7% | ? | 7.1% | -13.5% | -1.8 | 137.2%[activator] | -17.4% | -2.0% | 1.0%
COCCNC(=O)C(c1ccc(C)cc1)N(C(=O)CCC(=O)Nc1ccccn1)c1ccccc1C (stereo unspecified) | 14.0% | 7.8% | -17.7% | -3.6% | -7.3 | 132.6%[activator] | -16.6% | -3.2% | -1.1%
Cn1c(=O)c(C(=O)Nc2ncccn2)c(O)c2ccccc21 | 23.6% | -5.1% | -3.9% | -7.0% | 1.1 | 15.4% | -14.4% | -3.5% | -5.5%
COC(=O)CCC(=O)OC1(C)C(=O)C=C2C=C(C3CC3)N(CC3CC3)C=C2C1=O (stereo unspecified) | 9.7% | -0.9% | -9.7%[12.4 µM] | -9.9% | 1.2 | 39.9%[activator] | -16.6% | -4.7% | -9.2%[12.4 µM]
CCc1nnc(/N=C/c2c(O)n(-c3ccc(Cl)cn3)c(=O)c3ccccc23)s1 | 12.9% | 107.7%[activator] | -9.3% | -14.4% | -0.7 | 144.5%[activator] | -10.5% | -3.7% | -3.8%
COCCN(Cc1cc2cccc(C)c2n2nnnc12)C(=O)C(F)(F)F | -0.5% | -9.0% | -2.7% | -3.0% | -6.4 | 36.3%[activator] | 4.7% | -0.9% | 1.7%
CC1(NS(=O)(=O)c2ccc(Cl)s2)CCS(=O)(=O)C1 (stereo unspecified) | . | . | 4.2% | -19.1% | 0.9 | 33.7%[activator] | 9.1% | -6.3% | .
CC(=O)N1c2ccccc2S(=O)(=O)c2ccccc21 | . | . | 17.8% | -3.0% | -1.3 | 10.8% | -14.7% | -2.5% | .
COC(=O)CN1C(=O)[C@H]2[C@@H](c3ccc(C)o3)N3C(=O)CN(CCO)C(=O)[C@@]3(C)[C@H]2C1=O | 9.1% | -19.8% | 11.7% | 8.3% | 0.4 | 37.4%[activator] | -9.3% | 8.2% | -5.1%

Of the compounds above, these have an NH in an aromatic ring:
SMILES | Pol beta inh | Apoferritin bind | APE1 inh | POLK inh | LDHA inh | POLI inh | POLH inh | GRP78 ERSR act | BLM helicase inh
CN(C)CCNc1ccc(-c2n[nH]c(=O)c3ccccc23)cc1[N+](=O)[O-] | 19.9% | -10.9% | 10.1% | -8.5% | -4.9 | 33.0%[activator] | -2.4% | 0.2% | 1.1%
Cc1cccc(C)c1NC(=O)CSc1nc2[nH]c(=O)cc(O)c2s1 | . | . | 24.4% | 4.1% | 2.4 | 0.4% | -1.1% | -2.9% | .
CC(C)(C)OC(=O)NCCOC(=O)c1[nH]cnc1C(=O)NCc1ccccc1 | . | . | 0.7% | 6.0% | 0.9 | ? | -3.9% | -2.9% | .

Going on with the list.
SMILES | Pol beta inh | Apoferritin bind | APE1 inh | POLK inh | LDHA inh | POLI inh | POLH inh | GRP78 ERSR act | BLM helicase inh
Cc1ccc(NC(=O)CSCc2cc(=O)c3ccccc3[nH]2)c(C)c1 | -0.8% | -4.8% | . | -6.8%[60.1 µM] | 1.1 | 3.9% | 4.1% | -1.7% | 3.1%
CCCCc1ccc(NC(=O)c2ccc3c(c2)CCN3S(=O)(=O)CC)cc1 | 1.3% | -2.0% | . | -9.7% | -5.8 | -6.2% | -1.2% | -1.2% | 0.0%
Cc1nn(CC(=O)OCC(=O)Nc2cccc(S(N)(=O)=O)c2)c(C)c1[N+](=O)[O-] | . | . | 8.4% | 2.2% | -8.8 | 60.5%[activator] | -20.6% | -2.0% | .
CCCCN(C(=O)Cc1ccc2c(c1)OCCO2)c1c(N)n(CC(C)C)c(=O)[nH]c1=O | . | . | -1.7% | -9.1% | -3.3 | 4.0% | -14.9% | -3.0% | .
CCOc1ncccc1C(=O)Nc1ccccc1F | 0.3% | -8.6% | 1.7% | -18.8% | -3.6 | 32.8%[activator] | -5.3% | -0.5% | 2.7%

These rows are one share of the data. The share of hits here may be higher or lower than overall.
